Assay outcomes from PubChem BioAssay.
EPAC2 ag: activates human EPAC2 exchange factor; Q8WZA2; EPAC2 activation, biochemical qHTS; response scale: 100% = 6.5 mM cAMP response; Potency, µM (series often up to 154 µM), without a hit: top-dose activation, actives largely listed as activators; 360,000 compounds, 0.079% hits; AID 720711; note: potency is the fitted concentration of half-maximal effect; nearly all actives have a fitted effect of over 50% in size
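Compounds were added across a concentration range to EPAC2 (100 nM), RAP1B-BODIPY-GDP (250 nM) and GDP (50 uM). After 5 min at room temperature, fluorescence was recorded at 5-min intervals for 30 min.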
IL-2 act: activators of IL-2. AID 652025. IL-2 activation reporter assay, cell-based qHTS; stimulated with anti-CD3/CD4/CD28 beads; in transgenic mouse T cells. activation, % (series mostly up to about 46 µM). 360,000 compounds, 0.065% hits; in the data active = activation above about 50%; inconclusive = mostly about 30% to 49%; note: 0% is about no effect
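Screening format: compound pinned onto unstimulated transgenic mouse T cells, 60 min incubation, then anti-CD3/anti-CD4/anti-CD28 bead stimulation for 18 hours at 37 degrees C, followed by EGFP and DsRed detection.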
EPAC1 antagonist: EPAC1 (human) antagonism; O95398; EPAC1 GEF assay, Rap1b-BODIPY-GDP exchange fluorescence; Potency, µM (top dose mostly 115 µM), for the others: at the highest dose activity change, negative = inhibition, usual class: inhibitors; 360,000 compounds, 0.14% hits; AID 720709;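 note: potency is the fitted concentration of half-maximal effect; plate controls were vehicle for no effect and positive control for full effect; nearly all actives have a fitted effect of over 50% in size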
EPAC1 ag: agonists of human EPAC1. O95398. 360,000 compounds, 0.073% hits. EPAC1 agonist qHTS, biochemical assay; response scale: 100% = response to 6.5 mM cAMP. Potency, µM (top dose mostly 154 µM), for inactives: at the highest dose activation, actives largely listed as activators; note: potency is the fitted concentration of half-maximal effect; nearly all actives have a fitted effect of over 60% in size
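Multi-concentration qHTS readout: loss of Rap1B-bound BODIPY-GDP fluorescence driven by 100 nM EPAC1 with excess GDP (50 uM), monitored kinetically at room temperature; agonist response expressed relative to 6.5 mM cAMP.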
PI5P4Ka inh: PI5P4K alpha (human) kinase inhibition. 330,000 compounds, 1.2% hits. max response, %. PI5P4Kalpha enzyme, ADP-Glo luminescence, 60 min; active compounds read low. P48426; active = max response of -50% or lower; inconclusive = between -30% and -50%; inactive = -30% or higher; note: value at the top dose of about 77 µM; % is set by controls: 0 for no effect and ±100 for the full control effect
Target sequence (P48426 whole entry, looked up): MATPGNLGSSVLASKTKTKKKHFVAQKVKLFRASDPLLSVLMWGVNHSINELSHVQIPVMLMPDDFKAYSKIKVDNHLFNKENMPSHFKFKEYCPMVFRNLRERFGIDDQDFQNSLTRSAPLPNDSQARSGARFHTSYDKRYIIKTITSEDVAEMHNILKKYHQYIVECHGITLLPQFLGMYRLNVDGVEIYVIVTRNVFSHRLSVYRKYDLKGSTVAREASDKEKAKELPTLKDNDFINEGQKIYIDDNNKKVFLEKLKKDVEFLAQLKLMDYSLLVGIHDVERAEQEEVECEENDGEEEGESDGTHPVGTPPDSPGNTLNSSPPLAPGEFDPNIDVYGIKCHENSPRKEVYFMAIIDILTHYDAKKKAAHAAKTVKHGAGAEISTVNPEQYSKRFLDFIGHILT
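Single end-point luminescence (ADP-Glo) quantified ADP from PI5P4Kalpha turnover; ATP 5 microM final, 1 h at RT, 0.1% CHAPS and 0.28 mM EGTA in HEPES pH 7.4.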
CCT chaperon mod: modulators of cytosolic chaperonin (CCT/TRiC) activity | activity change, % (no concentration beside the values), hits read low | 360,000 compounds, 0.3% hits | AID 651819 | purified chaperonin ATPase assay, HTRF ADP detection, 30 min; in the data active = activity change below about -30%; note: % is set by controls: 0 for no effect and ±100 for the full control effect
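Enzyme 40 or 20 nM (batch-dependent) in Tris pH 7.4/KCl/MgCl2/DTT; cpd 76 uM single point; ATP 10 uM; 30 min 37 °C; Transcreener ADP HTRF detection, 30 min RT; ratio 665/615.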
PLK1 PBD block: blocks phosphopeptide binding to human PLK1 polo-box domain; Plk1 PBD binding of FITC phosphopeptide, fluorescence polarization; Potency, µM, without a hit: max response, negative = inhibition, hits mostly inhibitors; 360,000 compounds, 2.8% hits; AID 720504; note: potency is the fitted concentration of half-maximal effect; series mostly up to about 57 µM; % is set by controls: 0 for no effect and ±100 for the full control effect; nearly all actives have a fitted effect of over 65% in size
Target sequence (P53350 whole entry, looked up, the tested form may be a part): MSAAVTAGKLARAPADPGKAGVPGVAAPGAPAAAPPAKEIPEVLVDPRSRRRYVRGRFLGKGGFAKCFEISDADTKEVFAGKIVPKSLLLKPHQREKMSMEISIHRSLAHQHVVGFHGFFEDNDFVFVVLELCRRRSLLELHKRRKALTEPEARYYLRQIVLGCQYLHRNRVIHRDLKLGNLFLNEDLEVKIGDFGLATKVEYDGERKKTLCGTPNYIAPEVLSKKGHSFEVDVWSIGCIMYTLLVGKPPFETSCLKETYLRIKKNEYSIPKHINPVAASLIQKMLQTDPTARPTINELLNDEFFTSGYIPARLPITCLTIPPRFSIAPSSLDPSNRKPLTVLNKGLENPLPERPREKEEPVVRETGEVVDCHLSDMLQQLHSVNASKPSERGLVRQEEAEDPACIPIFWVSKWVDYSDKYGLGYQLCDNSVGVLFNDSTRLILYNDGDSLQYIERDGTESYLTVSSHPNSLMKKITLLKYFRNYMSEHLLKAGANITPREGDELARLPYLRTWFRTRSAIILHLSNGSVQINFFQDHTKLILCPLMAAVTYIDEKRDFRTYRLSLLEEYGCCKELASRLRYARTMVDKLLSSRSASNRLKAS
WRN helicase inh: inhibitors of human WRN helicase; Q14191; WRN helicase unwinding, fluorescent forked duplex, kinetic; Potency, µM (doses to about 114 µM), without a hit: top-dose activity change, negative = inhibition, hits mostly inhibitors; 360,000 compounds, 0.46% hits; note: potency is the fitted concentration of half-maximal effect; % is set by controls: 0 for no effect and ±100 for the full control effect; nearly all actives have a fitted effect of over 55% in size
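Fluorescence dequenching readout, ex 525 nm/em 598 nm, kinetic mode: forked duplex DNA (100 nM final) with adjacent fluorophore and quencher unwound by WRN (20 nM final) with 2 mM ATP. Compound preincubation 15 min, room temperature.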
The depositor's hits bear a star; ? = inconclusive; . = not tested or not shown; [ ] = remark or other dose. Unless noted, calls come from the whole dose curve; as a rule, active = well fitted curve in the direction sought with a large enough effect; inconclusive = small, poorly fitted or top-dose-only effect, or another doubt; inactive = no such curve, though single readings can be large; an effect the other way counts as inactive or inconclusive.

EPAC2 ag,IL-2 act,EPAC1 antagonist,EPAC1 ag,PI5P4Ka inh,CCT chaperon mod,PLK1 PBD block,WRN helicase inh,Structure
9%,0.1,-8%,8%,-26,-2.4,-5%,-3%,COc1ccc2c(COC(=O)CNS(=O)(=O)c3ccc(C)c(C)c3)cc(=O)oc2c1
8%,-0.3,5%,-8%,6,0.9,1%,-2%,Cn1c(=O)[nH]c(=O)c2c1nc(N1CCOCC1)n2CCSc1nc2ccccc2[nH]1
-12%,1.2,5%,-4%,0,0.5,0%,7%,COc1ccc(NC(=O)Cn2c(=O)n(Cc3ccco3)c(=O)c3ccccc32)cc1
7%,2.1,-27%,-10%,10,1.1,-2%,-5%,CC(=O)c1ccc(NC(=O)C2CCN(S(=O)(=O)c3cccc4cccnc34)CC2)cc1
5%,0.2,-2%,-7%,-3,-7.1,-9%,-8%,CN(CC(=O)Nc1ccccc1Br)C(=O)C1CCN(C(=O)c2ccc(Cl)cc2)CC1
2%,-2.4,-6%,-1%,-4,-0.6,-5%,10%,CC(=O)c1c(O)cc(C(C)C)n(-c2ccccc2)c1=O
6%,-2.0,7%,-2%,-2,-0.2,-7%,-9%,CCOc1ccc(CCNC(=O)Cn2ccc3cc(S(=O)(=O)N4CCCC4)ccc32)cc1
15%,-2.5,6%,19%,.,-0.2,1%,-17%,O=C(N/N=C/c1cccc(Oc2ccccc2)c1)c1ccccc1Br
-2%,-3.5,3%,-7%,-5,-1.9,-4%,0%,CCOC(=O)C1(CCCc2ccccc2)CCN(C(=O)c2cncs2)CC1
18%,1.0,-20%,6%,-4,-5.1,-13%,24%,CCN(CC)CCCNC(=S)N(CCCO)Cc1cc2cc3c(cc2[nH]c1=O)OCO3
9%,-0.1,-10%,0%,10,-1.2,-9%,-9%,Cc1ccc(C2(C)NC(=O)N(CC(=O)NCc3cccs3)C2=O)cc1 (stereo unspecified)
-9%,-0.3,14%,-7%,-2,1.2,-10%,-5%,Cc1sc2nc(CSCC(=O)N(CCC#N)c3ccccc3)[nH]c(=O)c2c1C
-5%,0.4,12%,4%,-4,-0.5,8%,-13%,NS(=O)(=O)c1ccc(N/C=C\C(=O)c2ccc3ccccc3c2)cc1
1%,-0.1,6%,1%,0,-1.9,-16%,-2%,O=C(O)COCC(=O)Nc1ccc(-n2nc(C(F)(F)F)cc2-c2cccs2)cc1
-1%,-0.4,?,12%,3,-2.0,-11%,5%,CC12CCC(C(=O)N3CCOCC3)([C@H](Br)C1=O)C2(C)C (stereo partly specified)
0%,0.3,-5%,-15%,4,-0.9,-11%,-2%,O=C(CCSc1nc(-c2ccco2)cc(C(F)(F)F)n1)NCCc1ccccc1
5%,-0.2,-10%,2%,17,-6.8,-4%,-13%,Cc1cc(C)cc(NS(=O)(=O)c2cnc(Cl)c(Cl)c2)c1
4%,0.4,-7%,-9%,-7,-4.4,-3%,-1%,O=C(NC(=S)N1CCN(c2ccccc2)CC1)c1c(F)cccc1F
24%,-1.4,3%,10%,0,-1.3,-10%,4%,CC1CN(C(=O)CCC(=O)NCCCN2C(C)CCCC2C)c2ccccc2O1 (stereo unspecified)
3%,0.6,0%,-1%,3,-1.0,-6%,2%,COc1cc(NC(=O)Nc2cc(C)on2)cc(OC)c1OC
6%,-1.6,-3%,-21%,4,1.0,5%,4%,O=C(c1ccco1)N1CCN(C2CN(Cc3ccc([N+](=O)[O-])cc3)S(=O)(=O)C2)CC1 (stereo unspecified)
7%,-2.3,-3%,-2%,9,0.8,0%,-2%,COc1ncccc1C(=O)N1CCCC(C(=O)Nc2cccc(-c3ccc(F)cc3)c2)C1 (stereo unspecified)
-2%,0.3,-11%,-1%,-22,0.2,-29%,-8%,CCCCC1=CC2=CC(=O)C(C)(OC(=O)CC)C(=O)C2=CN1CCc1ccc(Br)cc1 (stereo unspecified)
13%,-0.5,-12%,10%,-23,0.1,2.7µM*,-35%[11.6 µM],COc1cc([N+](=O)[O-])ccc1-c1ccc(/C=C2\C(=O)ON=C2c2ccccc2)o1
12%,0.8,-3%,7%,-17,1.2,-23%,-2%,COc1ccccc1/C=N/NC(=O)c1ccc(N(C)S(=O)(=O)c2ccccc2)cc1
-9%,-1.0,?,0%,-80*,1.4,-26%,?,CCOc1ccc(NC(=O)CN(C)C(=O)c2cc3c(s2)CCC3)cc1OCC
-4%,-0.5,-19%,-9%,-28,-1.5,-18%,-11%,O=CNc1cc(-c2ccc(C(=O)NC3CC3)cc2)cn2c(-c3ccc(F)cc3)cnc12
8%,-0.2,-5%,-6%,-5,0.2,-14%,1%,Cc1ccccc1C(=O)N[C@H](C(=O)OCC(=O)NC1CC1)C(C)C
14%,-1.0,-8%,5%,-1,-4.1,-16%,1%,Cc1cc(NC(=O)CSc2n[nH]c(-c3ccccc3Br)n2)no1
5%,-0.6,-23%,4%,11,0.7,-16%,7%,CNc1cncc(-c2ccc(F)c(F)c2)n1
-5%,0.6,2%,-3%,-4,-0.1,1%,-2%,CC1=NN2C(=N)/C(=C\c3cc(C)n(-c4ccccc4)c3C)C(=O)N=C2S1
3%,-1.3,-13%,-4%,1,-3.0,-15%,2%,Cc1ccc(NC(=S)N(Cc2ccc(Cl)cc2)Cc2ccc(C(=O)O)cc2)cc1Cl
1%,-1.7,11%,0%,.,-0.9,-1%,6%,CN1CCN(C(=O)c2cnn(-c3ccccc3)c2NC(=O)c2cccs2)CC1
0%,-4.8,-2%,-5%,9,-4.3,-2%,2%,COc1cc(C2c3cc4c(cc3CC3COC(=O)N32)OCO4)cc(OC)c1OC (stereo unspecified)
12%,0.0,-7%,-7%,-1,-1.1,-4%,5%,CC1(C(=O)NS(=O)(=O)C2CC2)CCCN(C(=O)c2cc3ccccc3s2)C1 (stereo unspecified)
5%,-2.0,-1%,-4%,-5,0.7,-2%,3%,COc1ccnc2c1c(=O)n(Cc1ccc(Cl)cc1Cl)c(=O)n2C
15%,0.8,0%,-12%,7,-4.4,-14%,-30%,CCC(=O)N1CCN(c2ccc(NC(=S)NC(=O)c3cc4ccccc4o3)cc2)CC1
4%,10,-13%,3%,-6,-0.6,-4%,-10%,NS(=O)(=O)c1ccc(CCNC(=O)c2ccc([N+](=O)[O-])cc2[N+](=O)[O-])cc1
4%,-0.4,2%,-2%,7,-2.4,?,-8%,CCCNC(=O)c1ccc2nc(-c3ccccc3)c(-c3ccccc3)nc2c1
8%,-0.1,2%,2%,2,0.6,2%,-4%,CC(=O)Nc1ccc(N(C)S(C)(=O)=O)cc1
5%,1.6,13%,-2%,0,2.2,1%,-4%,CC(=O)Nc1cccc(C(=O)NNC(=O)c2ccccc2-n2cccc2)c1
6%,-0.7,4%,-5%,-19,0.0,-6%,-5%,Cc1ccc(NC(=O)Cc2nc(COC(=O)C(C)NS(=O)(=O)c3ccc(C)cc3)cs2)cc1 (stereo unspecified)
0%,-1.4,3%,-3%,-2,1.8,1%,6%,CCC(=O)N1CCN(c2cc3c(cc2F)c(=O)c(C(=O)O)cn3CC)CC1
2%,-1.1,-12%,2%,0,1.2,0%,-4%,CCN(CC)C(=O)CSc1nc2c(c(-c3cccnc3)c1C#N)CCCC2
-1%,-1.5,8%,0%,-2,0.7,1%,0%,CC1CCc2c(sc(/N=C/c3ccco3)c2C(N)=O)C1 (stereo unspecified)

Exported with values under each structure: entries from further up.
Every second line gives: EPAC2 ag | IL-2 act | EPAC1 antagonist | EPAC1 ag | PI5P4Ka inh | CCT chaperon mod | PLK1 PBD block | WRN helicase inh
CCOC(=O)C1(CCCc2ccccc2)CCN(C(=O)c2cncs2)CC1
 : -2% | -3.5 | 3% | -7% | -5 | -1.9 | -4% | 0%
CCN(CC)CCCNC(=S)N(CCCO)Cc1cc2cc3c(cc2[nH]c1=O)OCO3
 : 18% | 1.0 | -20% | 6% | -4 | -5.1 | -13% | 24%
Cc1ccc(C2(C)NC(=O)N(CC(=O)NCc3cccs3)C2=O)cc1 (stereo unspecified)
 : 9% | -0.1 | -10% | 0% | 10 | -1.2 | -9% | -9%

Next part:
EPAC2 ag,IL-2 act,EPAC1 antagonist,EPAC1 ag,PI5P4Ka inh,CCT chaperon mod,PLK1 PBD block,WRN helicase inh,Structure
4%,-1.8,-10%,-8%,.,.,.,.,O=C(OCC#CCSc1nnc(-c2cccc3ccccc23)o1)c1cc2ccccc2o1
12%,1.6,1%,-4%,0,-0.2,-10%,3%,O=C(CNCc1ccc(Cl)cc1)Nc1ccc2c(c1)OCCO2
-5%,1.1,-9%,4%,-1,4.9,-1%,8%,CC(OC(=O)Cc1n[nH]c(=O)c2ccccc12)C(=O)Nc1ccc(F)cc1Cl (stereo unspecified)
5%,1.2,10%,4%,.,0.7,1%,-1%,Cc1ccc2cccc(Oc3cnccn3)c2n1
0%,1.3,-25%,-7%,?,-1.3,-10%,-11%,COc1ccc(C)cc1NC(=O)C1CC(=O)N(CCc2ccc(F)cc2)C1 (stereo unspecified)

Complete entries as entered above:
O=C(OCC#CCSc1nnc(-c2cccc3ccccc23)o1)c1cc2ccccc2o1 is listed with EPAC2 ag = 4%; IL-2 act = -1.8; EPAC1 antagonist = -10%; EPAC1 ag = -8%; PI5P4Ka inh = .; CCT chaperon mod = .; PLK1 PBD block = .; WRN helicase inh = .
CC(OC(=O)Cc1n[nH]c(=O)c2ccccc12)C(=O)Nc1ccc(F)cc1Cl (stereo unspecified) is listed with EPAC2 ag = -5%; IL-2 act = 1.1; EPAC1 antagonist = -9%; EPAC1 ag = 4%; PI5P4Ka inh = -1; CCT chaperon mod = 4.9; PLK1 PBD block = -1%; WRN helicase inh = 8%

An excerpt; count on the stated rates, not on these rows.
